LmPK inh: LmPK (Leishmania mexicana) enzyme inhibition; Potency, µM (highest dose often 57.5 µM), without a hit: top-dose activity change, negative = inhibition, hits mostly inhibitors; purified LmPK, Kinase-Glo ATP luminescence, 1 h; 290,000 tested, 0.37% active
Target sequence (Q27686 whole entry, looked up): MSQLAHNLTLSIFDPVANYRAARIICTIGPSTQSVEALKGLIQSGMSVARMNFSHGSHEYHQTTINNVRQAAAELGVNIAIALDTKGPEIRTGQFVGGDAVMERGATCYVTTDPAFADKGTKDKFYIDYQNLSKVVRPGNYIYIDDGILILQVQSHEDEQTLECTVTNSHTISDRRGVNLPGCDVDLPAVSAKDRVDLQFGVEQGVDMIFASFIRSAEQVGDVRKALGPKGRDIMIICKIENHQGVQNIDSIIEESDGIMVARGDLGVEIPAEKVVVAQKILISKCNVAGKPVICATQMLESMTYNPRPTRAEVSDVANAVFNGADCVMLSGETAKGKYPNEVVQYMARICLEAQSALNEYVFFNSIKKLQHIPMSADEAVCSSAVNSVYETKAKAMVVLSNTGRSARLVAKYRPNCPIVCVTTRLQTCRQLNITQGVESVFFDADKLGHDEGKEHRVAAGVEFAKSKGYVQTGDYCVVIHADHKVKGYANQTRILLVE
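qHTS format; LmPK 0.1 nM; substrates PEP 0.5 mM and ADP 0.1 mM. One-hour room-temperature incubation, then coupled luciferase luminescence; 0.5 nM enzyme wells mark activation.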
TbPYK inhibitor: inhibitors of Trypanosoma brucei pyruvate kinase; Q57TT1; TbPYK enzyme, Kinase-Glo Plus ATP luminescence, 45 min; Potency, µM (titrated, usually from 76.8 µM), for inactives: at the top dose activity, negative = inhibition, hits mostly inhibitors; 410,000 tested, 0.12% active; AID 624173; also: nearly all actives have a fitted effect of over 50% in size
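Luminescence from Kinase-Glo Plus, added after a 45-minute room-temperature reaction, served as the end-point read-out. The enzyme and substrate were preincubated with compound before ADP (130 uM final) initiated turnover. Concentration-effect curves came from normalized qHTS data.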
Pf growth 48h: P. falciparum growth inhibition at 48 hours (one generation); 310,000 tested, 5.9% active; Potency, µM (top dose mostly 28.7 µM), inactives show at the top dose activity change, negative = inhibition, most hits filed as inhibitors; P. falciparum luciferase growth in erythrocytes, 48 h
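Read-out is firefly luciferase luminescence from an integrated reporter in P. falciparum, so falling signal marks reduced parasite growth. Infected erythrocytes were at 2% hematocrit and 0.1% parasitemia (final) in Albumax-supplemented RPMI 1640.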
Sm TGR inh: S. mansoni TGR enzyme inhibition; purified TGR, DTNB reduction, TNB absorbance 405 nm; 360,000 tested, 3% active; AID 485364; Q962Y6; Potency, µM (titrated, usually from 114 µM), without a hit: at the top dose activity change, negative = inhibition, usual class: inhibitors; also: nearly all actives have a fitted effect of over 60% in size
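First, TGR (20 nM dispensed) and NADPH were mixed with compound. Second, a 15 min room-temperature incubation followed. Third, further NADPH and then DTNB were added to start the reaction. Finally, TNB absorbance was monitored kinetically.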
HCV inh: HCV inhibition; Potency, µM (doses to about 41.8 µM), for the others: at the highest dose activity change, negative = inhibition, usual class: inhibitors; Huh7.5.1 HCVcc-Cre infection, luciferase reporter, 44 h; 340,000 tested, 3.4% active; AID 651820
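Cells seeded at 1,000/well and cultured 4 h, then compounds added followed by HCVcc-Cre virus (~0.5 moi). After 44 h further culture, luciferase substrate was added, plates held 15 min at room temperature, and luminescence read for 15 sec.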
Pf growth 96h: P. falciparum growth inhibition at 96 hours. AID 504834. Potency, µM (highest dose often 28.7 µM), for the others: top-dose activity change, negative = inhibition, usual class: inhibitors. P. falciparum luciferase reporter growth, 96 h. 320,000 tested, 6.9% active
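Parasite growth measured via integrated firefly luciferase reporter in P. falciparum. Infected erythrocytes at 2% hematocrit, 0.05% parasitemia final were treated 96 hours at 37 C under 5% CO2, and luminescence was read.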
Numbers without * were called inactive; u = inconclusive; x = no result given; [ ] = dose if it differs, or a comment. Calls follow the shape of the dose curve; as a rule, active = well fitted curve in the direction sought with a large enough effect; inconclusive = small, poorly fitted or top-dose-only effect, or another doubt; inactive = no such curve, though single readings can be large; an effect the other way counts as inactive or inconclusive. % is scaled to controls: 0 for no effect and ±100 for the full control effect; potency is read from the fitted curve at half-maximal effect. Not a hit list; any-hit rate near 16%.

A first look, six compounds:
1) CCN(CC)c1ccc(/C=C(\C#N)C(=O)NCc2ccco2)cc1
2) COc1ccccc1CNC(=O)Cn1cc2c(n1)CCCC2
3) Cc1ccc(C)c(OCc2cc(C(=O)N3CC[C@@H]4CCCC[C@H]4C3)no2)c1
4) Oc1ccc(Nc2nc3ccccc3nc2Nc2ccc(O)cc2)cc1
5) Cc1occc1C(=O)N/N=C/C=C/c1ccccc1[N+](=O)[O-]
6) COc1ccc(CC(=O)N/N=C/c2ccc(-c3cccc(C(=O)O)c3)o2)cc1OC

Compound	1	2	3	4	5	6
LmPK inh	-4%	5%	2%	5%	6%	16%
TbPYK inhibitor	x	-7%	-7%	-17%	3%	-7%
Pf growth 48h	u	5%	9%	x	19%	48%[activator]
Sm TGR inh	-16%	-3%	12%	-26%	1%	-14%
HCV inh	-28%	u	1%	u	-18%	-1%
Pf growth 96h	u	9%	-25%	x	1%	150%[activator]

All compounds of this part (from the top)
1) CCN(CC)c1ccc(/C=C(\C#N)C(=O)NCc2ccco2)cc1
2) COc1ccccc1CNC(=O)Cn1cc2c(n1)CCCC2
3) Cc1ccc(C)c(OCc2cc(C(=O)N3CC[C@@H]4CCCC[C@H]4C3)no2)c1
4) Oc1ccc(Nc2nc3ccccc3nc2Nc2ccc(O)cc2)cc1
5) Cc1occc1C(=O)N/N=C/C=C/c1ccccc1[N+](=O)[O-]
6) COc1ccc(CC(=O)N/N=C/c2ccc(-c3cccc(C(=O)O)c3)o2)cc1OC

Compound	1	2	3	4	5	6
LmPK inh	-4%	5%	2%	5%	6%	16%
TbPYK inhibitor	x	-7%	-7%	-17%	3%	-7%
Pf growth 48h	u	5%	9%	x	19%	48%[activator]
Sm TGR inh	-16%	-3%	12%	-26%	1%	-14%
HCV inh	-28%	u	1%	u	-18%	-1%
Pf growth 96h	u	9%	-25%	x	1%	150%[activator]

7) O=c1c2ccccc2oc2cc(NCCCn3ccnc3)ccc12
8) COc1ccc(C2CC(c3cccs3)=NN2C(=O)c2ccccc2)cc1OC (configuration not stated)
9) CC(=O)c1cccc(NC(=O)Cn2cnc(S(=O)(=O)N3CCOCC3)c2)c1
10) COc1ccc(COc2ccsc2C(=O)Nc2ccc(Cl)c(Cl)c2)cc1
11) CCOC(=O)C1CCCN(S(=O)(=O)c2ccc3c(c2)CC(C)N3C(=O)C2CC2)C1 (configuration not stated)
12) Cc1ccc(NC(=O)c2ccc(-n3cncn3)c([N+](=O)[O-])c2)cc1

Compound	7	8	9	10	11	12
LmPK inh	-1%	-1%	0%	1%	4%	2%
TbPYK inhibitor	0%	1%	8%	0%	3%	x
Pf growth 48h	17%	x	-4%	21%	-18%	u
Sm TGR inh	-14%	11%	-10%	13%	0%	-3%
HCV inh	u	-13%	5%	u	u	u
Pf growth 96h	-95%	0.41µM*	-9%	16%	10µM*	u

13) O=C(NCc1ccncc1)c1cccc(Cn2cc(Br)cn2)c1
14) O=C(Nc1ccc(N2CCN(C(=O)c3cccs3)CC2)cc1)c1ccc([N+](=O)[O-])o1
15) CCc1ccccc1Nc1nc(N)nc(CSCC(=O)Nc2ccc(C)c(C)c2)n1
16) COc1ccc(Nc2cc(Nc3ccc(OC)cc3)ncn2)cc1
17) COc1ccc(CC(=O)Nc2ccc(-c3noc(-c4ccccc4OC)n3)cc2)cc1
18) COc1ccc(NC(=O)CSCC(=O)N(C)Cc2ccc(Cl)c(Cl)c2)cc1

Compound	13	14	15	16	17	18
LmPK inh	-1%	-1%	1%	0%	4%	x
TbPYK inhibitor	1%	x	5%	-3%	-3%	-3%
Pf growth 48h	35%[activator]	u	0%	-7%	x	13µM*
Sm TGR inh	u	u	2%	-8%	19%	-8%
HCV inh	-26%	x	1%	16%	u	u
Pf growth 96h	x	9.3µM*	u	-28%	u	u

19) Cc1cc(C)c(NC(=S)N(Cc2cccnc2)Cc2ccco2)c(C)c1
20) O=C(Nc1cc(F)ccc1F)N1CCN(c2ccnc3cc(Cl)ccc23)CC1
21) C/C(=N\n1cnnc1)c1ccc(C#N)cc1
22) O=C(NCc1ccccc1)c1ccc(CN2CCC(Cc3ccccc3)CC2)cc1
23) Cc1ccc(N(C(=O)CNC(=O)c2ccco2)C(C(=O)NC2CCCC2)c2cccnc2)cc1 (configuration not stated)
24) O=c1[nH]c2ccccc2nc1/C=C(\O)c1cccs1

Compound	19	20	21	22	23	24
LmPK inh	3%	3%	0%	1%	1%	-3%
TbPYK inhibitor	-2%	-7%	4%	2%	-9%	-3%
Pf growth 48h	14%	u	10%	13µM*	17%	99%[activator]
Sm TGR inh	-15%	-1%	-1%	36%	4%	7%
HCV inh	u	11µM*	16%	10µM*	-1%	15%
Pf growth 96h	-1%	u	u	-4%	33%[activator]	104%[activator]

25) Cc1cc(OC(=O)CNC(=O)OC(C)(C)C)c2c(C)cc(=O)oc2c1
26) O=C(NC1CCCCC1)c1ccc(S(=O)(=O)c2ccccc2Cl)c([N+](=O)[O-])c1
27) CCCn1c(=O)c2c(c3ccccc31)OC(C)C(=O)N2 (configuration not stated)
28) COc1ccc(-n2nc(N)c3c(=O)oc(N(C)C)nc32)cc1
29) COc1cccc(Nc2ccc(N3CCCCC3)cc2)c1OC
30) Cc1ccc(NC(=O)COC(=O)c2ccc(C)c(S(=O)(=O)N3CCOCC3)c2)cc1

Compound	25	26	27	28	29	30
LmPK inh	-13%	-2%	2%	-7%	x	x
TbPYK inhibitor	2%	x	-4%	2%	u	-10%
Pf growth 48h	14%	u	12%	47%[activator]	4.7µM*	25%
Sm TGR inh	-22%	-21%	-10%	2%	u	4%
HCV inh	-14%	6%	7%	-1%	x	10%
Pf growth 96h	24%	8%	66%[activator]	0%	2.3µM*	0%

The list goes on.
Assay codes – A = LmPK inh; B = TbPYK inhibitor; C = Pf growth 48h; D = Sm TGR inh; E = HCV inh; F = Pf growth 96h
31. CN(C)c1cc[n+](CC(=O)Nc2ccc(Cl)cc2)cc1
  A = -3% | B = 1% | C = 0.083µM* | D = 7% | E = -20% | F = u
32. COc1ccccc1-n1c(SCC(=O)NCC2CCCO2)nc2c([nH]c3ccccc32)c1=O (configuration not stated)
  A = -2% | B = 1% | C = 0% | D = -7% | E = -26% | F = -38%
33. Cc1onc(C(=O)Nc2cccc(C(F)(F)F)c2)c1[N+](=O)[O-]
  A = 0% | B = -6% | C = 20% | D = -4% | E = -4% | F = -1%
34. COc1ccc(C(=O)O)cc1NS(=O)(=O)c1cccc2nsnc12
  A = 5% | B = -1% | C = 0% | D = 3% | E = -2% | F = u
35. O=c1cc(-c2cccs2)oc2ccc(Cl)cc12
  A = -13% | B = 3% | C = 149%[activator] | D = 3% | E = -6% | F = 0%
36. CCCN1CCC(NC(=O)Nc2ccc(Br)cc2)CC1
  A = 0% | B = -1% | C = u | D = -2% | E = -27% | F = 10%
37. O=C(N/N=C/C(Br)=C\c1ccccc1)c1ccc2nc[nH]c2c1
  A = -2% | B = -7% | C = 23% | D = -20% | E = u | F = u
38. Cc1cc(CNC(=O)c2cccc([N+](=O)[O-])c2C)c2ccccc2n1
  A = -6% | B = -2% | C = -19% | D = 0% | E = u | F = 0%
39. Cc1cc(NC(=O)c2cc(C)on2)n(-c2ccccc2)n1
  A = 3% | B = -9% | C = 16% | D = 2% | E = 6% | F = 63%[activator]
40. COc1ccc(C/C(C)=N/NC(=O)c2ccc(C)cc2C)cc1
  A = -12% | B = -16% | C = 10% | D = -7% | E = 10% | F = 4%
41. Cc1ccc(CS(=O)Cc2ccc(C(=O)NC3CCCC(C)C3C)o2)cc1 (configuration not stated)
  A = -2% | B = 5% | C = -9% | D = 35µM* | E = -5% | F = -22%
42. CCOc1ccc(C(=O)N[C@H](C(=O)Nc2cccc(S(=O)(=O)N3CCCCC3)c2)C(C)C)cc1
  A = 1% | B = 2% | C = u | D = 3% | E = u | F = 10µM*
43. C[C@]12CCC3C(CCC4=C(Cl)C(=O)CC[C@@]43C)C1CCC2O (some centres not stated)
  A = x | B = 5% | C = u | D = x | E = x | F = 11µM*
44. Cc1ccc(S(=O)(=O)N(C)C)cc1NC(=O)COC(=O)c1n[nH]c(=O)c2ccccc12
  A = 2% | B = -3% | C = 20% | D = -11% | E = 10% | F = 21%
45. N#C/C(Cn1c[n+](NC(=O)Nc2ccccc2)cn1)=N/O
  A = 2% | B = 1% | C = 213%[activator] | D = -6% | E = 11% | F = 15%
46. COc1cccc(NC(=O)CCNC(=O)C2CCN(S(=O)(=O)c3ccc(F)cc3)CC2)c1
  A = 1% | B = -14% | C = -4% | D = 9% | E = -1% | F = -15%
47. N#CCCn1cc(/C=N/O)c(-c2ccc(F)cc2)n1
  A = -3% | B = -1% | C = x | D = 3% | E = 5% | F = -8%
48. CCCc1cc(=O)[nH]c(SCC(=O)N2CCc3cc(OC)c(OC)cc3C2)n1
  A = x | B = 1% | C = u | D = 3% | E = -1% | F = u
49. C1=C(c2ccccc2)Nc2ccccc2N=C1c1ccccc1
  A = -4% | B = 34% | C = -11% | D = 0% | E = u | F = 2%
50. O=C(Cc1ccccc1)Nc1cccc(-c2nc3ncccc3o2)c1
  A = -1% | B = -7% | C = -5% | D = 0% | E = u | F = x
51. Nc1ccc(Cl)c[n+]1Cc1cccc2cccnc12
  A = -1% | B = 6% | C = 10µM* | D = -8% | E = -5% | F = u
52. CC(=O)c1ccc(S(=O)(=O)NC2CC(=O)N(c3ccc4c(c3)OCCO4)C2)cc1 (configuration not stated)
  A = x | B = -1% | C = u | D = -9% | E = -5% | F = -19%
53. Cc1ccc(OCC(=O)N(c2ccccn2)C2CCCCC2)c(C)c1
  A = 5% | B = -7% | C = u | D = 1% | E = -5% | F = 7.4µM*
54. N#C/C(=C\c1cc([N+](=O)[O-])c(N2CCOCC2)cc1N1CCOCC1)c1nc2ccccc2[nH]1
  A = 0% | B = 1% | C = u | D = -7% | E = u | F = 12µM*
55. NC(=O)c1nn(-c2ccccc2)nc1NC(=O)CN1CCCCC1
  A = 1% | B = 4% | C = 12% | D = -30% | E = 6% | F = 29%
56. CSc1nc(N2CCN(CCO)CC2)c2sc3nc(-c4ccco4)c4c(c3c2n1)CCC4
  A = 2% | B = x | C = -19% | D = -35% | E = x | F = -26%
57. CCOc1cc(/C=C2/SC(=S)N(CC3CCCO3)C2=O)ccc1O (configuration not stated)
  A = 1% | B = -11% | C = u | D = -20% | E = u | F = -7%
58. Cc1cccc(C(=O)Oc2ccccc2-c2nnco2)c1
  A = 0% | B = 4% | C = -3% | D = 6% | E = 12% | F = 1%
